Screening data as filed in PubChem BioAssay.
PMI act: increases human mannose-6-phosphate isomerase activity | P34949 | purified human PMI, coupled resazurin fluorescence, 20 min; stronger effect = higher value; 1 = vehicle control, 0 substrate-free wells | activation factor at 20 µM | 0.005% of 190,000 active | AID 1214;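 active means activation factor of 2 or more at 20 µM, relative to plate controls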
Target sequence (P34949 whole entry, looked up): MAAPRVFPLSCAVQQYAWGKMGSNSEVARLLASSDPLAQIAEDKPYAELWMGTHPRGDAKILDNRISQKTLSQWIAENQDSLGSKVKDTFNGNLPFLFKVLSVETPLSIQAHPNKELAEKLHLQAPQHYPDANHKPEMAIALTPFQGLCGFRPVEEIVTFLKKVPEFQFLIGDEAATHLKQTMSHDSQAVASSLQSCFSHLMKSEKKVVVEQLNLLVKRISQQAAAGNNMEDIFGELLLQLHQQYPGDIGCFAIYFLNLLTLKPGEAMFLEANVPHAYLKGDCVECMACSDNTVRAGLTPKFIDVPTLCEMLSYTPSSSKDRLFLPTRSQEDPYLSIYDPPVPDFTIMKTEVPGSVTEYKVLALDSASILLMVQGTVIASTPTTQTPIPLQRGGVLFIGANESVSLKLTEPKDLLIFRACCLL
Efa HMGR inh: inhibitors of class II HMG-CoA reductase from Enterococcus faecalis | purified E. faecalis HMGR, NADPH absorbance 340 nm kinetic | inhibition, % at 10 µM | 0.41% of 190,000 active;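 active means inhibition above a set limit, the median over all tested compounds plus 3 SD, cut at about 9.5% in these data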;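 further: enzyme runs in reverse so mevalonate oxidation gives rising NADPH absorbance; 0% = complete reaction with DMSO and 100% = background rate lacking mevalonate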
PMI act hi M6P: activators of human phosphomannose isomerase at near-saturating mannose 6-phosphate. P34949. coupled PMI enzyme assay, resazurin fluorescence, 20 min; stronger effect = higher value; 1 = untreated enzyme, 0 = substrate-free blank. activation factor at 20 µM. 0.34% of 190,000 active. AID 1216;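 active means activation factor of 2 or more at 20 µM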
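Test system: human phosphomannose isomerase with PGI, G6PDH, diaphorase coupling enzymes / Doses: 20 µM compound, 1% DMSO / Times: enzyme reaction with compound 20 min at room temperature / Measured by: Diaphorase-driven resazurin-to-resorufin fluorescence, excitation 544, emission 590 nm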
Diaph inh CS: inhibits diaphorase or chemically oxidizes, flagging diaphorase assay artifacts; diaphorase resazurin-to-resorufin fluorescence, NADH, 16 min; bacterial (C. kluyveri) enzyme, not human; inhibition, % at 20 µM; 0.69% of 190,000 active;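 active means primary screen inhibition at 20 µM above a set limit, cut at about 50% in these data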;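 further: plate controls were DMSO with full reaction for no effect and wells lacking NADH for full effect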
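Test system: diaphorase enzyme from Clostridium kluyveri; amount: diaphorase at 0.14 U/mL in enzyme working solution; detection: fluorescence of resorufin formed from resazurin, Ex 544/Em 590 nm; times: reaction incubation of 16 min at room temperature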
TNAP inh noacc: TNAP (human) inhibition, acceptor-free conditions. 0.26% of 200,000 active. AID 1012. purified TNAP, CDP-star luminescence, 30 min. inhibition, % at 20 µM;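 active means tissue-nonspecific alkaline phosphatase inhibition above about 50% at 20 µM in the single-dose screen, limit read from the data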;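 further: 0% = DMSO negative control and 100% = EDTA positive control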
Diaphorase act: diaphorase activation or chemical reduction counter-screen. Diaphorase/resazurin coupled assay, resorufin fluorescence, 16 min; stronger effect = higher value; 1 = vehicle wells, 0 = NADH-free wells. activation factor at 20 µM. 0.005% of 190,000 active. AID 1229;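 active means diaphorase activity raised at least twofold by the compound at 20 µM; inactive means activation factor below 2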
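Test system: Clostridium kluyveri diaphorase, purified enzyme. Buffer or medium: 50 mM HEPES pH 7.4 buffer plus MgCl2 and Tween 20. Also added: 0.114 mM NADH and 0.1 mM resazurin, final amounts. Dosing: compound 20 µM once, DMSO 1%. Schedule: 16 min enzyme reaction, ambient temperature. Detection: fluorescence of resorufin, 544 nm excitation, 590 nm emission.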
TNAP act hi DEA: activators of human TNAP at high phosphate acceptor concentration | P05186 | purified TNAP, CDP-star luminescence, 1 M DEA, 30 min; stronger effect = higher value; 0 = EDTA background, 1 = DMSO-only activity | activation factor at 20 µM | 200,000 tested, under 10 active | AID 1136;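 active means activation factor at least 2 at 20 µM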
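Dosing: 20 µM single point. System: human TNAP. Amount: TNAP 1/800 final. Incubation: 30 min, room temperature. Read-out: TNAP activation factor scaled between EDTA and DMSO control wells. Signal: luminescence from CDP-star hydrolysis. Medium: 1 M DEA, pH 9.8, Mg2+, Zn2+. Control set: EDTA negative control, DMSO positive control.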
G6PDH CS: inhibits Leuconostoc G6PDH, flagging false hits in G6PDH-based assays; AID 1020; inhibition, % at 5 µM; 0.12% of 200,000 active; Purified L. mesenteroides G6PDH, diaphorase/resazurin coupled fluorescence, 45 min; in the data active means inhibition above about 50%
TNAP inh hi DEA: TNAP (human) inhibition, high acceptor | purified TNAP, CDP-star luminescence, 1 M DEA | inhibition, % at 20 µM | AID 1135 | 0.03% of 200,000 active;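 active means over 50% inhibition of tissue-nonspecific alkaline phosphatase at 20 µM in the single-dose screen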;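 further: plate controls were DMSO wells for no effect and EDTA-quenched wells as full inhibition for full effect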
FLuc stim CS: affects firefly luciferase, flagging false hits in luciferase stimulation screens. P08659. ATPlite luciferase biochemical, luminescence, 10 min; 0 = ATP-free wells, 1 = DMSO control. activation factor at 10 µM. 200,000 tested, under 10 active. AID 1027;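 active means luciferase activation factor, scaled between plate controls, of at least 2 with compound at 10 µM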
Target sequence (P08659 whole entry, looked up): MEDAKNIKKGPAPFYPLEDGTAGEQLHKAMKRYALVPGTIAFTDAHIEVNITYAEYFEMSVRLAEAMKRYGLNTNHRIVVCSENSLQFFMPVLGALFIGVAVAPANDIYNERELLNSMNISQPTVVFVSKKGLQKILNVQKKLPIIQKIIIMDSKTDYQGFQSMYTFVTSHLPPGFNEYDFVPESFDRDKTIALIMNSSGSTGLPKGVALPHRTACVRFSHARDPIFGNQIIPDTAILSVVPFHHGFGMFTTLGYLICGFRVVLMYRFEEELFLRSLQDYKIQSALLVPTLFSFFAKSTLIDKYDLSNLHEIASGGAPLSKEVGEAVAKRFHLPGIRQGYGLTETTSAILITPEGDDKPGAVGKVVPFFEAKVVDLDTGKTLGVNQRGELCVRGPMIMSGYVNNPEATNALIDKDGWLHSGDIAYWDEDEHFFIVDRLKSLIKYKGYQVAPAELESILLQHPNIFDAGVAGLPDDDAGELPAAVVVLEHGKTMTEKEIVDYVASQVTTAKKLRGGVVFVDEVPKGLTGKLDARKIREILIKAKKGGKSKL
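Material: Luciferase/luciferin reagent mix; Doses: test compounds dosed from 2 mM stocks in 100% DMSO; Schedule: 10 min incubation after luciferase reagent addition, room temperature; Measured by: luminescence from luciferase reaction; Read-out: luminescence gain marking luciferase activators.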
An asterisk follows results filed as active. Compounds were not picked by outcome (roughly 1.7% active in at least one column).

The first nine entries, ahead of the listing:
SMILES | PMI act | Efa HMGR inh | PMI act hi M6P | Diaph inh CS | TNAP inh noacc | Diaphorase act | TNAP act hi DEA | G6PDH CS | TNAP inh hi DEA | FLuc stim CS
O=c1[nH]c(-c2ccc(F)cc2)nc2c1sc(=S)n2-c1ccccc1 | 1 | -9 | 1.1 | 25 | -6 | 0.7 | 1 | -19 | -5 | 1.1
COc1ccccc1C1CC(c2cccs2)=Nc2ccccc2S1 (configuration not stated) | 1 | -6 | 1 | 16 | -17 | 0.8 | 1 | 0 | -4 | 1.1
Cc1ccc2c(c1)NC(=O)C(CC(=O)NC1CCCCC1C)O2 (configuration not stated) | 1 | -1 | 1 | 10 | -4 | 0.9 | 1 | -10 | -3 | 1.1
CCOC(=O)C1(Cc2ccccc2C)CCCN(C(=O)c2ccnn2C)C1 (configuration not stated) | 1 | 0 | 1.1 | -1 | -6 | 1 | 1.1 | 8 | -9 | 1
COc1ccccc1NC(=O)Nc1ccc(F)c(F)c1 | 0.9 | -6 | 0.9 | 5 | -12 | 1 | 1 | 10 | -2 | 0.9
CC1=CCC(C(=O)O)(C(=O)N/N=C/c2cccs2)C(c2ccc([N+](=O)[O-])cc2)C1 (configuration not stated) | 1 | -5 | 1 | 14 | -9 | 0.9 | 1 | 4 | -1 | 1.1
COc1ccc(Cc2nnc(NC(=O)Cc3cccs3)s2)cc1 | 1.1 | -1 | 1 | 22 | -2 | 0.8 | 1.1 | 11 | -6 | 1
CN(CP(=O)(O)CN(C)S(C)(=O)=O)S(C)(=O)=O | 1 | 0 | 1 | -1 | -10 | 1 | 1 | 3 | 0 | 1
COc1ccc(OCCCN2CCCCCC2)cc1 | 1 | -5 | 1.1 | -6 | -4 | 1.1 | 1 | 3 | 3 | 1

Main list, from the start:
SMILES | PMI act | Efa HMGR inh | PMI act hi M6P | Diaph inh CS | TNAP inh noacc | Diaphorase act | TNAP act hi DEA | G6PDH CS | TNAP inh hi DEA | FLuc stim CS
O=c1[nH]c(-c2ccc(F)cc2)nc2c1sc(=S)n2-c1ccccc1 | 1 | -9 | 1.1 | 25 | -6 | 0.7 | 1 | -19 | -5 | 1.1
COc1ccccc1C1CC(c2cccs2)=Nc2ccccc2S1 (configuration not stated) | 1 | -6 | 1 | 16 | -17 | 0.8 | 1 | 0 | -4 | 1.1
Cc1ccc2c(c1)NC(=O)C(CC(=O)NC1CCCCC1C)O2 (configuration not stated) | 1 | -1 | 1 | 10 | -4 | 0.9 | 1 | -10 | -3 | 1.1
CCOC(=O)C1(Cc2ccccc2C)CCCN(C(=O)c2ccnn2C)C1 (configuration not stated) | 1 | 0 | 1.1 | -1 | -6 | 1 | 1.1 | 8 | -9 | 1
COc1ccccc1NC(=O)Nc1ccc(F)c(F)c1 | 0.9 | -6 | 0.9 | 5 | -12 | 1 | 1 | 10 | -2 | 0.9
CC1=CCC(C(=O)O)(C(=O)N/N=C/c2cccs2)C(c2ccc([N+](=O)[O-])cc2)C1 (configuration not stated) | 1 | -5 | 1 | 14 | -9 | 0.9 | 1 | 4 | -1 | 1.1
COc1ccc(Cc2nnc(NC(=O)Cc3cccs3)s2)cc1 | 1.1 | -1 | 1 | 22 | -2 | 0.8 | 1.1 | 11 | -6 | 1
CN(CP(=O)(O)CN(C)S(C)(=O)=O)S(C)(=O)=O | 1 | 0 | 1 | -1 | -10 | 1 | 1 | 3 | 0 | 1
COc1ccc(OCCCN2CCCCCC2)cc1 | 1 | -5 | 1.1 | -6 | -4 | 1.1 | 1 | 3 | 3 | 1
CCCCSc1nnc2c(n1)OC(C(=O)c1ccccc1)Nc1ccccc1-2 (configuration not stated) | 1.6 | -6 | 1.9 | 27 | -18 | 0.7 | 1.1 | -4 | -6 | 1
COc1ccc(C(=O)NCc2cc(C)nc3ccccc23)cc1 | 1 | 7 | 1 | 2 | -4 | 1 | 1 | 21 | -2 | 1
Cc1cccc(NC(=O)c2cc3c(n(-c4ccccc4)c2=O)CCCC3=O)n1 | 1 | -2 | 1.1 | 2 | -5 | 1 | 1 | 2 | 0 | 1
Cc1cccc(N/C(N)=N/c2nc(C)cc(C)n2)c1 | 1 | 3 | 1 | 12 | -9 | 0.9 | 1 | 2 | -5 | 1
Cc1ccc(-c2ccc(=O)n(CCC(=O)NCCN3CCCCC3C)n2)cc1 (configuration not stated) | 0.9 | -1 | 1 | 8 | -13 | 0.9 | 1.1 | -9 | -6 | 1.1
CCn1c(SCC(=O)NC(=O)Nc2ccc3c(c2)OCCO3)nnc1-c1cccs1 | 1 | -4 | 1 | 16 | -4 | 0.8 | 1 | -2 | -5 | 0.9
NC(=S)N/N=C/c1cccc(O)c1O | 0.4 | 1 | 0.6 | 60* | -181 | 0.4 | 1.1 | 66* | -7 | 1
CCN(CC)C(=O)Cn1cc(/C=C(\C#N)C(=O)N2CCN(c3ccccc3)CC2)c2ccccc21 | 0.9 | -7 | 0.9 | 18 | -3 | 0.8 | 1 | 9 | 1 | 1.1
Fc1ccccc1COc1ccc(/C=N/NC(=S)NCc2ccccc2)cc1 | 1 | -4 | 0.9 | 11 | -3 | 0.9 | 1 | -1 | 2 | 1
Cc1c(NC(=O)COC(=O)C2CC3C=CC2C3)c(=O)n(-c2ccccc2)n1C (configuration not stated) | 1.1 | -4 | 1.1 | -3 | -12 | 1 | 1 | 7 | 2 | 1
COC(=O)C1=C(C)N=C2SCCC(=O)N2C1c1cc(Br)ccc1OC (configuration not stated) | 1 | 0 | 1 | 19 | -14 | 0.8 | 1.1 | 3 | -8 | 1.1
CCCn1c(=N)n(CC(=O)c2ccco2)c2ccccc21 | 0.9 | 0 | 0.9 | 16 | -7 | 0.8 | 1 | 15 | -3 | 1
Cc1sc2ncnc(OCC(=O)c3ccc(S(=O)(=O)N4CCCC4)cc3)c2c1C | 1.1 | 2 | 1 | 13 | -14 | 0.9 | 1.1 | 4 | -7 | 1.1
COc1ccc(CC(=O)NNC(=O)c2cccnc2)cc1OC | 0.9 | -4 | 0.8 | 13 | -5 | 0.9 | 1 | 16 | -2 | 1
COC(=O)c1c(NS(=O)(=O)c2ccc3ccccc3c2)sc2c1CCCC2 | 0.8 | 2 | 0.9 | 22 | -2 | 0.8 | 1 | 8 | 2 | 1
CCCCC(=O)Nc1cccc(-c2cn3ccsc3n2)c1 | 1 | 2 | 0.9 | 13 | -8 | 0.9 | 1 | 5 | -1 | 0.7
COc1cc(OC)c2nc(C)c3c(c2c1)N(c1ccc(O)cc1)CC3 | 0.8 | -3 | 0.6 | 16 | -10 | 0.8 | 1 | 8 | -4 | 1
COc1ccccc1NC(=S)N1CCOCC1 | 1 | -8 | 0.9 | 16 | -6 | 0.8 | 1 | 6 | -4 | 1.1
COC(=O)c1sc(=S)n(-c2cccc(Cl)c2)c1N | 0.2 | -2 | 0.5 | 16 | -12 | 0.8 | 1 | 6 | -3 | 1
C=CCn1c(-c2ccc(=O)n(Cc3ccccc3)c2)n[nH]c1=S | 1 | -4 | 1 | 9 | -3 | 0.9 | 1 | 2 | -4 | 1
CCNC(=S)N1CCN(S(=O)(=O)c2ccccc2C(F)(F)F)CC1 | 0.9 | 2 | 0.9 | 18 | -6 | 0.8 | 1 | 4 | -1 | 1
Cc1cc(C)c(C(N)=O)c(NC(=O)Nc2ccccc2Cl)n1 | 1 | 4 | 1 | 6 | -11 | 0.9 | 1 | 4 | -5 | 1
Cc1ccc(/C=C2\SC(=S)N(CCCC(=O)Nc3ccccn3)C2=O)cc1 | 1 | -6 | 1 | 18 | 8 | 0.8 | 1.1 | 7 | -5 | 1
CC(C)CCNC(=O)C1CC(=O)N(C2CCCC2)C1 (configuration not stated) | 1 | 0 | 1 | 3 | -9 | 1 | 1 | 7 | -2 | 1.1
c1ccc(Cn2nnc3c(N4CCOCC4)ncnc32)cc1 | 0.9 | -2 | 0.9 | 7 | -4 | 0.9 | 1 | 5 | 1 | 1
COc1ccc(/C=N\n2nnc3ccccc32)cc1 | 1 | -3 | 1 | 4 | -12 | 1 | 1 | -2 | -3 | 0.3
Cc1cc(C)cc(NC(=O)N2CCCC2C(=O)NCc2ccco2)c1 (configuration not stated) | 1 | -5 | 0.9 | 8 | -7 | 0.9 | 1 | 7 | -4 | 1.1
O=C(NCCc1ccc(Cl)cc1)C1CCN(C(=O)c2sccc2-n2cccc2)CC1 | 0.9 | -5 | 0.9 | 10 | -17 | 0.9 | 1 | 4 | -4 | 1.1
COc1ccc(-c2nnc3n(CCc4ccccc4)c(=O)c4ccccc4n23)c(OC)c1 | 1.1 | -2 | 1 | 23 | 2 | 0.8 | 1 | -12 | -3 | 1.1
CC(=O)c1ccc(N2C(=O)C3C(C2=O)C(C(=O)c2ccc(Cl)cc2)N2CCCC32)cc1 (configuration not stated) | 1.6 | -8 | 2* | 13 | -2 | 0.9 | 1 | 4 | -4 | 1.1
CCC/C=N/NC(=O)c1cc(Br)ccc1O | 1 | -1 | 1 | 5 | -12 | 0.9 | 1 | 16 | 1 | 1
CCOc1cccc2sc(Nc3nc4ccc(NC(C)=O)cc4s3)nc12 | 1.1 | 3 | 1.1 | 3 | -71 | 1 | 1.1 | 2 | -7 | 1
CCOC(=O)/C(C#N)=C/c1cn(CCOc2ccc(OC)cc2)c2ccccc12 | 0.9 | -6 | 1 | 4 | -22 | 1 | 1 | -18 | 1 | 1
COCCCNC(=S)NNC(=S)Nc1ccc(F)cc1F | 0.8 | -2 | 0.9 | 7 | -16 | 0.9 | 1 | 6 | -4 | 1
CCOCCn1c(CC)nc2ccccc21 | 1 | 1 | 1 | -8 | -8 | 1.1 | 1.1 | 17 | -6 | 1
COc1ccccc1/C=N/n1cnnc1 | 0.9 | 4 | 1 | 5 | -4 | 1 | 1 | 6 | -2 | 1
CCn1c(=O)[nH]c2ccccc2c1=O | 1.1 | -6 | 1 | 6 | 13 | 0.9 | 1 | 5 | 4 | 1
CCC(=O)Nc1ccc2c(c1)OCCO2 | 1 | -7 | 1 | 9 | 0 | 0.9 | 1 | 6 | 0 | 1
